Assay outcomes from PubChem BioAssay.
RGS4 inh – blocks human RGS4-accelerated GTP hydrolysis; Potency, µM (highest dose often 114 µM), without a hit: at the highest dose activity change, negative = inhibition, most hits filed as inhibitors; Transcreener GDP fluorescence polarization, RGS4-accelerated GTP hydrolysis; 390,000 tested, 0.039% active; P49798; also: potency is read from the fitted curve at half-maximal effect; % is scaled to controls: 0 for no effect and ±100 for the full control effect; nearly all actives have a fitted effect of over 75% in size; some results filed as inactive show a strong effect at the top dose
Target sequence (P49798 whole entry, looked up): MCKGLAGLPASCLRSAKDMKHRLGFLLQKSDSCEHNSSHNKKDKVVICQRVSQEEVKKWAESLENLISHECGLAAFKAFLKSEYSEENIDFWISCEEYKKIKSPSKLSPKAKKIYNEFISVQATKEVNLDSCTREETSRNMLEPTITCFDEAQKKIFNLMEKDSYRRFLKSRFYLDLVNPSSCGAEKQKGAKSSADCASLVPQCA
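MLSMR compounds (23 nl, pin-transferred) preincubated 10 min at room temperature with a 500nM (2x) first reagent, then RGS4 at 900nM (2x) plus Transcreener GDP mix added; fluorescence polarization (620/688 nm) read before and after 90 min at 30 °C.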
USP1 inh – inhibitors of human USP1/UAF1 deubiquitinase | Potency, µM (series often up to 57.1 µM), inactives show top-dose activity change, negative = inhibition, most hits filed as inhibitors | AID 743255 | 390,000 tested, 0.23% active | recombinant USP1/UAF1, Ub-Rhodamine cleavage fluorescence | O94782; also: potency is read from the fitted curve at half-maximal effect; % is scaled to controls: 0 for no effect and ±100 for the full control effect; nearly all actives have a fitted effect of over 60% in size; inactives centre near -12
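1 nM enzyme complex + cpd, 15 min RT; start with Ub-Rho 150nM final; kinetic fluorescence ex 480/em 540, 6 reads q60 s. Buffer 50mM HEPES pH 7.8, 0.5mM EDTA, 0.1 mg/ml BSA, 1mM TCEP, 0.01% Tween-20.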
TrxR1 substrate – rat thioredoxin reductase 1 substrate activity | purified TrxR1 substrate turnover, NADPH consumption readout | Potency, µM (top dose mostly 114 µM), without a hit: at the top dose activity change, negative = substrate turnover | 390,000 tested, 0.01% active | AID 588456; also: potency is read from the fitted curve at half-maximal effect; % is scaled to controls: 0 for no effect and ±100 for the full control effect; nearly all actives have a fitted effect of over 50% in size
Target sequence (O89049 whole entry, looked up): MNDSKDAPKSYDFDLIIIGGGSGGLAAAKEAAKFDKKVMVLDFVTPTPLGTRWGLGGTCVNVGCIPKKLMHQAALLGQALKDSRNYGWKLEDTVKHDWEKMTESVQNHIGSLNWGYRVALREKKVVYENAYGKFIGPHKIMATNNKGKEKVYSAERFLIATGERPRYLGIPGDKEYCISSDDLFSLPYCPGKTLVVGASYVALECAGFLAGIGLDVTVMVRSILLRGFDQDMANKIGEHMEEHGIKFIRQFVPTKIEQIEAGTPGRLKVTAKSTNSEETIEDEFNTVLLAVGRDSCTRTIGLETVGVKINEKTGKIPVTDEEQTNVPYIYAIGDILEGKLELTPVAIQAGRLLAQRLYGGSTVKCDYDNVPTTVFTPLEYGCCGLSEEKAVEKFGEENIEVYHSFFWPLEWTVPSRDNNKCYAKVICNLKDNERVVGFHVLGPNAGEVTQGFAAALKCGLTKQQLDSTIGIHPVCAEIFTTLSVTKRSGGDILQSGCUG
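Rat TrxR1, dispensed at 90 nM, was prereduced with 400 uM NADPH (final) for 5 min at ~22 deg C, then incubated with compound 15 min before 400 uM selenite. A first-read NADPH fluorescence drop versus no-compound background flagged substrates.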
Vif-A3F inh – inhibitors of Vif-A3F interaction; HeLa A3F-eYFP + Vif (tagged APOBEC3F with the HIV-1 protein that degrades it), YFP fluorescence increase; Potency, µM (top dose mostly 46.1 µM), for inactives: top-dose activity, negative = active; 390,000 tested, 0.2% active; AID 602313; also: potency is read from the fitted curve at half-maximal effect; % of control where 0% means no effect; nearly all actives have a fitted effect of over 65% in size
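HeLa cells stably expressing A3F-eYFP plus Vif, plated and incubated overnight at 37 deg C, then exposed to compounds overnight at 37 deg C. Blocked degradation read as raised yellow fluorescence (Ex 488/Em 500-530).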
TrxR1 inh – blocks rat thioredoxin reductase 1 | O89049 | AID 588453 | 390,000 tested, 1% active | Potency, µM (doses to about 114 µM), without a hit: at the top dose activity change, negative = inhibition, hits mostly inhibitors | recombinant rTrxR1, NADPH fluorescence consumption, selenite substrate; also: potency is read from the fitted curve at half-maximal effect; % is scaled to controls: 0 for no effect and ±100 for the full control effect; nearly all actives have a fitted effect of over 65% in size
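Rat TrxR1 (90 nM in the dispensed reagent) was pre-reduced with 400 uM NADPH for 5 min at room temperature, then incubated with compound for 15 min. After 400 uM selenite was added, NADPH fluorescence (Ex 340/Em 450 nm) was followed for 8 min.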
IDH1 R132H inh – human IDH1 R132H inhibition. O75874. IDH1-R132H enzyme, NADPH consumption, diaphorase/resazurin fluorescence. Potency, µM (doses to about 76.6 µM), without a hit: at the top dose activity change, negative = inhibition, hits mostly inhibitors. 390,000 tested, 0.093% active. AID 602179; also: potency is read from the fitted curve at half-maximal effect; % is scaled to controls: 0 for no effect and ±100 for the full control effect; nearly all actives have a fitted effect of over 65% in size
Target sequence (O75874 whole entry R132H, stated change not applied): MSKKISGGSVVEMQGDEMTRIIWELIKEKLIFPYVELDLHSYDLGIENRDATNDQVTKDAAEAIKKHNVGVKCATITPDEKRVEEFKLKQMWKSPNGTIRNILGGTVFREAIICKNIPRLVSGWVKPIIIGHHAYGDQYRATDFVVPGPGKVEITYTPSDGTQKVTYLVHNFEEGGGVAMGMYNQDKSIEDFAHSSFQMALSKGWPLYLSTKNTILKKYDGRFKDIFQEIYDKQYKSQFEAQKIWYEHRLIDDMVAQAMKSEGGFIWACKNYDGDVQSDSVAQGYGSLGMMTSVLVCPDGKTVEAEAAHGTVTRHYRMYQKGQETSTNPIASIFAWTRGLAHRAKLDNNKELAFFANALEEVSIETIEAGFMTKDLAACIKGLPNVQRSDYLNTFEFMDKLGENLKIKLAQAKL
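IDH1-R132H (0.5 ug/mL) preincubated 30 min with compound, then NADPH (0.016 mM) and alpha-KG (2 mM) added; 80 min at RT, pH 7.5. Remaining NADPH coupled via diaphorase/resazurin to fluorescence (540/590 nm); concentration-response curves normalized to no-enzyme control.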
Vif-APOBEC3G blk – inhibitors of Vif-APOBEC3G interaction; Q9HC16; HeLa A3G-eYFP + Vif (tagged APOBEC3G with the HIV-1 protein that degrades it), YFP fluorescence, overnight; Potency, µM (doses to about 46.1 µM), without a hit: at the highest dose activity, negative = active, hits mostly inhibitors; 410,000 tested, 0.076% active; AID 602310;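 also: potency is read from the fitted curve at half-maximal effect; % is scaled to controls: 0 for no effect and ±100 for the full control effect; nearly all actives have a fitted effect of over 60% in size; hits raise eYFP signal because A3G escapes Vif-driven loss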
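Read-out is eYFP fluorescence (Ex 488/Em 500-530) from Vif-expressing HeLa A3G-eYFP cells; more signal means A3G escaped Vif-mediated degradation. Cells plated overnight, compound pinned in, incubated overnight at 37 deg C.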
Glioma ERSR ind – inducers of ER stress response in human glioma cells. U87-MG GRP78 promoter luciferase reporter, 16 h. Potency, µM, for inactives: at the highest dose activation, actives largely listed as activators. 420,000 tested, 0.02% active. AID 602332; also: potency is read from the fitted curve at half-maximal effect; series mostly up to about 76 µM; % of control where 0% means no effect; nearly all actives have a fitted effect of over 35% in size
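Stably transfected U87-MG human glioma cells carrying a GRP78-based luminescent sensor were seeded at 1000 cells/well, pin-dosed with compounds and incubated 16 h. Luciferase reagent was then added, and end-point luminescence was read after 10 min at room temperature.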
LDHA inh – LDHA (human) enzyme inhibition; purified LDHA, NADH/diaphorase-resazurin fluorescence; hits give low values; activity change, % (values are at about 110 or 230 µM); 480,000 tested, 0.15% active; AID 1347041; in the data active = activity change below about -30%; inconclusive = mostly about -25% to -30%;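 also: plate controls were DMSO wells for no effect and wells without enzyme for full effect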
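Resorufin fluorescence (ex540/em590), read at 0 and 20 min after diaphorase/resazurin addition, reports the NADH left after a 5 min room-temperature reaction of 2 nM human LDH5 with 0.06 mM NADH and 0.2 mM pyruvate.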
Numbers without * were called inactive; ? = inconclusive; nt = not tested or not shown; [ ] = remark or other dose. Unless noted, calls follow the shape of the dose curve; as a rule, active = well fitted curve in the direction sought with a large enough effect; inconclusive = small, poorly fitted or top-dose-only effect, or another doubt; inactive = no such curve, though single readings can be large; an effect the other way counts as inactive or inconclusive.

Screens by letter – A = RGS4 inh; B = USP1 inh; C = TrxR1 substrate; D = Vif-A3F inh; E = TrxR1 inh; F = IDH1 R132H inh; G = Vif-APOBEC3G blk; H = Glioma ERSR ind; I = LDHA inh
COc1ccc(NC(=O)CSCc2cc(=O)c3cc(Cl)ccc3[nH]2)cc1
  A: 0%; B: ?; C: -4%[57.1 µM]; D: 0%; E: 11%[57.1 µM]; F: 4%; G: 2%; H: -3%; I: -6
CCc1cccc(C)c1NC(=S)N(CCN(C)C)C(C)c1ccco1 (stereo unspecified)
  A: -17%; B: -22%; C: -1%; D: 0%; E: 6%; F: -11%; G: 0%; H: -4%; I: -2
CC1=C(C(=O)Nc2ccc(C)cc2)C(c2ccc(C)o2)C2=C(CC(C)(C)CC2=O)N1 (stereo unspecified)
  A: ?; B: -19%; C: -4%; D: -26%; E: ?; F: 3%; G: -11%; H: -7%; I: 2
CCC(NS(=O)(=O)c1ccc(C)cc1)C(=O)N1CCN(c2ccccn2)CC1 (stereo unspecified)
  A: 0%; B: -5%; C: 4%; D: 0%; E: 29%; F: -3%; G: 0%; H: -4%; I: -11
CC1CCCC(C)N1C(=O)Cn1c(=O)sc2ccccc21 (stereo unspecified)
  A: -12%; B: -5%; C: 3%[57.1 µM]; D: 1%; E: -1%[57.1 µM]; F: 13%; G: 1%; H: -5%; I: -2
CCOc1cc(S(=O)(=O)NCCc2ccccc2C)c(OCC)cc1-n1cnnn1
  A: 14%; B: -1%; C: 47%[activator][57.1 µM]; D: -1%; E: -9%[57.1 µM]; F: 3%; G: -3%; H: -1%; I: -1
Cc1ccc(NC(=O)CCC(=O)NNC(=O)COc2ccc([N+](=O)[O-])cc2)cc1C
  A: -2%; B: -10%; C: 3%; D: 1%; E: 3%; F: -24%; G: -1%; H: -1%; I: -8
COc1ccc(NC(=O)CCN2CCN(S(=O)(=O)c3ccc(C(C)C)cc3)CC2)cc1
  A: -5%; B: -4%; C: -11%; D: -1%; E: 6%; F: -6%; G: 0%; H: -6%; I: -1
CCOC(=O)CCCNC(=O)c1cncc(O)c1
  A: -19%; B: -11%; C: 24%; D: 6%; E: 5%; F: -3%; G: 0%; H: -2%; I: -5
O=C1NN=C(c2ccc(Cl)cc2)CC1c1cccc(Cl)c1 (stereo unspecified)
  A: -16%; B: -26%; C: -11%[57.1 µM]; D: 3%; E: -6%; F: 8%; G: -12%; H: -7%; I: 0

Some of these compounds in order of molar mass, lowest first:
Screens by letter – A = RGS4 inh; B = USP1 inh; C = TrxR1 substrate; D = Vif-A3F inh; E = TrxR1 inh; F = IDH1 R132H inh; G = Vif-APOBEC3G blk; H = Glioma ERSR ind; I = LDHA inh
CCOC(=O)CCCNC(=O)c1cncc(O)c1
  A: -19%; B: -11%; C: 24%; D: 6%; E: 5%; F: -3%; G: 0%; H: -2%; I: -5
CCc1cccc(C)c1NC(=S)N(CCN(C)C)C(C)c1ccco1 (stereo unspecified)
  A: -17%; B: -22%; C: -1%; D: 0%; E: 6%; F: -11%; G: 0%; H: -4%; I: -2
COc1ccc(NC(=O)CCN2CCN(S(=O)(=O)c3ccc(C(C)C)cc3)CC2)cc1
  A: -5%; B: -4%; C: -11%; D: -1%; E: 6%; F: -6%; G: 0%; H: -6%; I: -1

(listing goes on)
Screens by letter – A = RGS4 inh; B = USP1 inh; C = TrxR1 substrate; D = Vif-A3F inh; E = TrxR1 inh; F = IDH1 R132H inh; G = Vif-APOBEC3G blk; H = Glioma ERSR ind; I = LDHA inh
O=C(c1cccc(S(=O)(=O)Nc2ccccc2Cl)c1)N1CCN(C(=O)c2ccco2)CC1
  A: 38%; B: -7%; C: 1%; D: 1%; E: -2%; F: 0%; G: -10%; H: -2%; I: -24
O=C(NCC(=O)N(Cc1ccco1)C(C(=O)NC1CCCCC1)c1ccncc1)c1cccs1 (stereo unspecified)
  A: -29%; B: -8%; C: 0%; D: -5%; E: -8%; F: 8%; G: -6%; H: -3%; I: -5
Cc1ccc(C(=O)N2CCN(c3ccccc3)CC2)cc1NC(=O)c1ccco1
  A: 6%; B: -15%; C: 5%; D: -3%; E: 11%; F: -1%; G: -1%; H: -4%; I: -7
O=S(Cc1ccccc1)CC(O)(c1ccccc1)c1ccccc1 (stereo unspecified)
  A: 4%; B: -9%; C: 0%; D: -4%; E: 6%; F: -1%; G: -4%; H: -2%; I: 2
O=C(N/N=C\c1ccccn1)C1c2ccccc2Oc2ccccc21
  A: -23%; B: -12%; C: 6%; D: ?; E: 21%; F: 3%; G: 0%; H: 5%; I: -2
Cc1cccc(/C(N)=N/OC(=O)N2c3ccccc3Sc3ccccc32)c1
  A: -42%; B: -18%; C: -6%; D: nt; E: -1%; F: 5%; G: 1%; H: 3%; I: -3
Cc1nc2ccccc2n1CCC(=O)O
  A: 23%; B: -21%; C: -5%; D: -1%; E: -8%; F: 3%; G: 1%; H: -2%; I: 0
Cc1ccc(NS(=O)(=O)c2cccc(C(=O)Nc3c(C)n(C)n(-c4ccccc4)c3=O)c2)cc1
  A: -17%[56.9 µM]; B: -21%; C: 3%; D: 9%; E: 19%; F: -7%; G: 1%; H: -2%; I: -3
CCCCn1c(N)c(Sc2ccccc2[N+](=O)[O-])c(=O)[nH]c1=O
  A: 11%; B: 0%; C: 2%; D: -7%; E: 6%; F: 8%; G: -2%; H: -4%; I: 2
CC(NC(=O)C1CCN(C(=O)N2CCOc3ccc(Cl)cc32)CC1)c1ccccc1 (stereo unspecified)
  A: -19%; B: -8%; C: 4%; D: -2%; E: 12%; F: -1%; G: 1%; H: -1%; I: -7
CCc1ccc(NC(=S)N(Cc2ccccc2)Cc2ccccn2)cc1
  A: -6%; B: -14%; C: 4%[11.4 µM]; D: ?; E: 19%[11.4 µM]; F: 0%; G: -7%; H: 4%; I: 1
CC1CCC(NC(=O)C(Cc2ccccc2)n2cccc2)CC1 (stereo unspecified)
  A: 1%[11.4 µM]; B: -17%; C: 0%; D: 1%; E: -3%; F: 2%; G: -2%; H: -4%; I: 2
CC1CN(C(=O)C(c2ccccc2)c2ccccc2)CC(C)O1 (stereo unspecified)
  A: -22%; B: -13%; C: 0%; D: -2%; E: -11%; F: -7%; G: 1%; H: -2%; I: 0
CCc1ccc(C(=O)COC(=O)CCc2nc3ccccc3c(=O)[nH]2)cc1
  A: -20%; B: -14%; C: 16%[57.1 µM]; D: 0%; E: 16%[57.1 µM]; F: 0%; G: 0%; H: 6%; I: -13
CCc1ccccc1N(CC(=O)N1CCN(c2ccccc2)CC1)S(C)(=O)=O
  A: -18%; B: -20%; C: 14%[57.1 µM]; D: -6%; E: 9%[57.1 µM]; F: 6%; G: -6%; H: -4%; I: -1
CCOc1cc(C(=S)N2CCCCC2)ccc1OCC(=O)NCc1ccccc1
  A: -32%; B: -18%; C: 2%[57.1 µM]; D: -14%; E: 1%[57.1 µM]; F: 0%; G: -4%; H: -2%; I: -11
O=C(OCC(=O)N1CCN(C(=O)c2ccco2)CC1)c1ccc(Cl)cc1
  A: -15%; B: -8%; C: -1%; D: -10%; E: 4%; F: 16%; G: -3%; H: -4%; I: -1
Cc1c(Cl)cccc1NC(CC(=O)c1ccccc1)C(=O)O (stereo unspecified)
  A: -28%; B: -18%; C: 4%; D: 3%; E: 3.5µM*; F: 1%; G: -28%; H: 1%; I: -7
CCOc1ccc(CN2CCN(CC3CC3)CC2CCO)cc1 (stereo unspecified)
  A: -9%; B: -15%; C: -1%; D: 1%; E: 19%; F: 12%; G: -3%; H: 0%; I: -2
COc1cccc(-c2sc3ccccc3c2-c2ccc(OCCN3CCCC3)cc2)c1
  A: -10%; B: -25%; C: 1%; D: 5%; E: 25%; F: -4%; G: -29%; H: -5%; I: -2
CC(=O)Nc1cc(NC(C)=O)cc(C(=O)NC(C)(C)C)c1
  A: -23%; B: -12%; C: -11%; D: -1%; E: -20%; F: 0%; G: 4%; H: -3%; I: 0
COc1ccc(N2CCN(C(=O)c3oc4ccccc4c3NC(=O)Cc3ccc(OC)c(OC)c3)CC2)cc1
  A: -10%; B: -29%; C: 0%; D: 3%; E: 26%; F: -6%; G: -5%; H: -16%; I: 1
COc1cc(Br)cc(/C=N/NC(=O)Cc2ccccc2)c1O
  A: -6%; B: -16%; C: -1%; D: ?; E: -4%[57.1 µM]; F: 0%; G: 1%; H: -4%; I: 12
COc1ccc(C(=O)NCC(=O)OCC(=O)NCc2ccco2)cc1
  A: -3%; B: -22%; C: 4%; D: -5%; E: 14%; F: -7%; G: -5%; H: -4%; I: 0
COc1ccc(C(=O)c2cn(Cc3ccccc3)c3ccccc3c2=O)cc1OC
  A: -10%; B: 15%; C: -1%; D: 0%; E: -4%; F: -15%; G: -2%; H: -3%; I: 0
Cc1cccc(C(=O)N[C@H](C(=O)Nc2ccc(C)c(S(=O)(=O)N3CCOCC3)c2)C(C)C)c1
  A: 6%; B: -10%; C: -14%; D: 4%; E: -1%; F: -2%; G: -1%; H: -4%; I: -2
Cn1c(Br)nc2c1c(=O)n(Cc1ccccc1)c(=O)n2C
  A: -8%; B: -22%; C: 9%[57.1 µM]; D: 2%; E: 17%[57.1 µM]; F: 5%; G: -2%; H: -3%; I: -6

Some of the compounds tested; the hit share may differ from the screen's.
